Screening data (PubChem)
AID1053144: Wnt/beta-catenin signaling activators, dose response, cell-based, iPS-derived NPC, luciferase, Wnt3a, cherry-pick (AID 1053144); NPC TCF/LEF luciferase reporter, Wnt3a EC25, 24 h; activation, % at the top dose, mostly 26 µM; hits show AC30 in µM; actives 4.8% (n = 3,400);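 active means fitted curve reaches 30% activation at a concentration no higher than the top valid tested dose, luminescence rising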;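 further: wnt3a stimulus is conditioned medium from Wnt3a-transfected mouse L cells at 5% in well; 0% = neutral control wells and 100% = CHIR-99021 positive control wells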
* marks the source's active call; other numbers are inactive results.

canonical_smiles,AID1053144
O=C(NCCc1ccc(F)cc1)NC12CC3CC(CC(C3)C1)C2,8%
COc1ccc(NC(=O)n2ncc3c(C)cccc32)cc1,4.8µM*
COc1cc(/C=C/C(=O)N2CCC=CC2=O)cc(OC)c1OC,-6%
Cc1ccccc1-c1nnc(-c2ccccc2C)o1,8%
COc1ccc(N2C(=S)NC3N2C(=S)NC3(C)c2ccccc2)cc1 (configuration not stated),6%
O=C(O)c1cccc(-c2ccc(/C=N/NC(=O)C3COc4ccccc4O3)o2)c1 (configuration not stated),3%
CN(c1ccccc1)c1nc2ccsc2c(=O)s1,31%
Cc1nc(C)c(-c2csc(Nc3ccc(F)cc3)n2)s1,10%
Clc1ccc(-n2nnc(-c3cccnc3)n2)cc1Cl,9%
COc1ccc(-c2cc3ncccc3cn2)cc1,13%
CC(=O)Nc1ccc(-c2nc3c(C)cccc3[nH]2)cc1,13%
COc1ccc2oc(C(=O)Nc3nnc(C)s3)c(C)c2c1,-1%
O=C1/C(=C\c2ccsc2)N2CCC1CC2,14%
Cc1ccc(N2CC(C(=O)Nc3ccc4c(c3)OCCO4)CC2=O)cc1 (configuration not stated),7%
Cc1ccc(SCC(=O)Nc2ccc(N3CCN(C)CC3)c(F)c2)cc1,7%
Cc1ccc(NC(=O)c2sccc2C)nc1,7%
COc1cc(C2C3=C(CC(C)(C)CC3=O)Nc3c2c(=O)[nH]c(=O)n3Cc2ccccc2)ccc1O (configuration not stated),3%
O=C1/C(=C/Nc2cccc([N+](=O)[O-])c2)CCc2ccccc21,6%
Cc1cccc(-c2nnc(SCc3ccccc3)o2)c1,6%
C(#Cc1ccc2c(c1)COc1c3ccccc3nn1-2)c1ccccc1,9%
Cn1c(=O)c(C(=O)NCC2CCCO2)c(O)c2ccccc21 (configuration not stated),0%
Fc1ccc(-c2nc3ccccc3[nH]2)cc1,13%
CCN1C(=O)CCN(C2CCCC2)c2nc(Nc3ccc(C(=O)NC4CCN(C)CC4)cc3OC)ncc21,5%
Nc1cc(-c2ccc(Cl)cc2)nn1-c1ccccc1,9%
Cc1ccc2nc(/C=C/c3cccc(F)c3)ccc2c1,9%
O=C(c1cc(-c2ccccc2O)on1)N1CCOCC1,8%
OCCNCc1ccc(OCc2ccc(Cl)cc2Cl)cc1,7%
Cc1cc(OCc2cc(C(=O)N(C)C3CCOC3)no2)cc(C)c1Cl (configuration not stated),16%
COc1ccccc1N1CCN(/N=C/c2cccc(OC)c2O)CC1,5%
Cc1ccc(-c2cc3nc(NCCc4ccncc4)n(C)c(=O)c3s2)cc1,7%
COc1cccc(C(=O)NC2=NCCS2)c1,3%
COc1ccc2c(c1)CCC1C2=NN(/C(C)=C\C(C)=O)C1c1ccc(F)cc1 (configuration not stated),3%
C/C(=N\NC(=O)c1ccccc1)c1ccccc1F,9%
O=C(/C=C/c1ccc(O)c(O)c1)c1ccccc1O,8.1µM*
COc1cccc(-c2nc3cc(C)ccc3o2)c1,-2%
CCOC(=O)c1cnc2c(c(C)nn2C)c1Oc1ccc(OC)cc1,6%
O=C(N/N=C/c1cn(-c2ccccc2)nc1-c1cc2ccccc2o1)c1cccnc1,3%
Cc1ccc(-c2nc(-c3ccncc3)no2)cc1C,16%
Cn1cccc1C(=O)OCC(=O)Nc1ccc2c(c1)OCCO2,2%
CCCC(=O)c1ccc(N2CCCC2)c(F)c1,13%
Cc1cccc(NC(=O)NC(=O)c2ccccc2)n1,6%
Fc1ccc2nc(Nc3nc4c(s3)CCCC4)sc2c1,3%
Cc1cccn2cc(-c3ccc(F)cc3)nc12,20%
C/C(=N\Nc1cccc2cccnc12)c1ccc[nH]1,13%
O=C(Nc1cc(F)c(Br)cc1F)c1ccc(Cl)cc1,10%
O=C(COC(=O)c1ccc(O)cc1O)c1ccc2c(c1)OCCO2,8%
O=C(Nc1nc2c(s1)CCCC2)c1ccc2ncsc2c1,11%
Cc1cccc(C(=O)O/N=C(\N)c2ccc(Cl)cc2)c1,17%
CN(C)C(=O)/C(=C/c1cn(-c2ccccc2)nc1-c1cccc([N+](=O)[O-])c1)NC(=O)c1ccccc1,2%
O=C(Nc1ncccc1O)c1ccc2ccccc2c1,8%
CN(C)c1ccc(-c2ccccc2)nn1,11%
CCc1ccc(CNCCNC(=O)c2ccco2)cc1,6%
O=C(Nc1ccc(Cl)c(Cl)c1)Nc1ccccn1,4%
Cc1ccc2c(c1)sc1nc(=O)n(-c3ccccc3)c(=O)n12,10%
Cc1ccccc1Nc1nnc(SCC2CCCCO2)s1 (configuration not stated),10%
CC(=O)c1ccc(NCC2COc3ccccc3O2)c([N+](=O)[O-])c1 (configuration not stated),10%
Cc1noc(C)c1C(=O)Nc1nc(-c2cccs2)cs1,14%
O=C(O)c1ccc(CSc2nnc(-c3ccccc3)n2-c2ccccc2)cc1,0%
CC1CCN(C(=O)COC(=O)c2cc(Cl)c3c(c2)OCO3)CC1,6%
Fc1ccc(-c2cnc(-c3cccs3)o2)cc1,12%

(further entries)
canonical_smiles,AID1053144
C=CCc1c(C)nc2c(-c3ccccc3)cnn2c1N1CCOCC1,12%
CCc1cc(C(=O)Nc2ncccc2O)sc1C,13%
O=c1c2ccccc2nc2n1CCc1c-2[nH]c2ccccc12,2%
Brc1ccc(OCc2nc3ccccc3[nH]2)cc1,3%
O=c1c2ccccc2oc2cc(-c3ccc4cc[nH]c4c3)ccc12,8%
Clc1ccccc1-c1ncc(-c2ccccc2)o1,10%
C=CCNC(=O)c1cc2c(=O)n3ccccc3nc2s1,13%
C=CCNC(=O)c1ccc(-c2cccc([N+](=O)[O-])c2)o1,8%
Cc1cc(=O)oc2cc(OCc3c(F)cccc3Cl)ccc12,3%
O=C(OCc1nc2ccccc2s1)C1CCN(S(=O)(=O)c2cccs2)CC1,10%
CC1(c2ccccn2)Nc2ccccc2-c2nc3ccccc3n21 (configuration not stated),10%
c1ccc2[nH]c(-c3ccnc4ccccc34)nc2c1,16%
CCCCSc1nnc(-c2c[nH]c3ccccc23)n1C,6%
Cn1c2nc3ccccc3c-2nc2ccccc21,17%
O=C(COc1ccc(F)cc1Br)N1CCc2ccccc21,4.8µM*
Cc1cc(C)n2nc(-c3ccc(Br)cc3)cc2n1,14%
COc1ccc(-c2nn(-c3ccccc3)cc2N)cc1,13%
O=c1oc(CCO)cc2ccc(-c3ccc4[nH]ccc4c3)cc12,14%
Cc1ccc(C(=O)Nc2nc3ccc(S(C)(=O)=O)cc3s2)o1,6%
O=C1CC(c2ccccc2)Sc2nc3ccccc3n21 (configuration not stated),6%
O=C1C(C=NCCN2CCOCC2)=C(O)c2ccccc21,9%
Nc1c(-c2ccc(Cl)cc2)cnc2c(-c3ccccc3)cnn12,1%
Cc1ccc(Nc2nc(CSc3n[nH]c(N)n3)cs2)cc1,14%
CCn1c(NC(=O)c2ccccc2)nc2ccccc21,14%
COc1ccc(NC(=O)c2ccc(Br)o2)cc1,9%
O=C(O)c1ccccc1-c1ccccc1C(=O)Nc1ccc(-c2nc3cc(Cl)ccc3o2)cc1,18%
CCCCCCC#Cc1cncc(C(=O)NNC(=O)Nc2cc(Cl)cc(Cl)c2)c1,-14%
O=C(/C=C/c1c(F)cccc1Cl)Nc1nc2ccccc2[nH]1,3%
O=C1c2ccncc2C(=O)N1CNc1ccc(Cl)cc1,2%
CCOC(=O)c1oc2c(c1C)/C(=N/O)CCC2,6%
Cc1cccc(Cc2cnc(NC(=O)c3ccc(C)o3)s2)c1,9%
O=C(Nc1ccc2oc(-c3ccccc3F)nc2c1)c1ncn[nH]1,5%
COC(=O)c1c(-c2ccc(S(C)(=O)=O)cc2)sc2cc(OC)ccc12,5%
O=C(Cn1ccc([N+](=O)[O-])n1)N1CCCc2ccccc21,1%
COc1ncccc1-c1nnn(-c2ccccc2)n1,8%
CCC1(c2ccc(F)cc2)NC(=O)N(CC(=O)NC2CC2)C1=O (configuration not stated),12%
CCCOC(=O)Nc1nc2ccccc2o1,4%
COc1ccc(OCc2cc(C(=O)N3CCCC3)no2)c2ccccc12,20%
O=c1[nH]c2ccccc2nc1-c1ccc(Cl)cc1,7%
CCOC(=O)c1ccc(Nc2ncnc3nc[nH]c23)cc1,9%
COc1cccc(-c2nnc(SCC(=O)N(C(C)C)C(C)C)o2)c1,21µM*
CCOC(=O)c1ccc(N/C=C/C(=O)c2ccccc2)cc1,4%
O/N=C/c1ccc(OCc2ccccc2)c(Br)c1,0%
Nc1nc(Nc2ccccc2F)sc1C(=O)c1ccccc1,14%
Nc1ccc(-c2nc3c(Cl)c(N)ccc3[nH]2)cc1,19%
CC(C)(C)c1ccc(OCCn2ccccc2=O)cc1,15%
Cn1cnc2c1c(=O)n(Cc1ccccc1)c(=O)n2C,-1%
Clc1cc(Cl)c2nc(N3CCOCC3)sc2c1,6%
Cc1ccc(Nc2nc3ccccc3o2)cc1F,12%
COc1ccccc1C1=NOC(COC(=O)c2ccc([N+](=O)[O-])cc2)C1 (configuration not stated),6%
CCCCCn1c(CN2CCN(C(=O)c3ccco3)CC2)nc2c1c(=O)n(C)c(=O)n2C,-1%
COc1ccc(-c2csc(Nc3ncccn3)n2)cc1C,13%
O=S(=O)(/N=C(/Nc1nc2ccccc2s1)c1ccccc1)c1ccccc1,11%
O=C(Nc1cc2c(cc1Br)OCCCO2)c1ccccc1,7%
CN1CCN(Cc2cc(Cl)c3cccnc3c2OC(=O)c2cccs2)CC1,-1%
Cc1c(C(=O)Nc2ccccc2)cnn1-c1ccccc1,14%
COc1ccc(C2CC(C)(c3ccc(OC)cc3)Nc3ccccc3N2)cc1 (configuration not stated),-2%
CCOC(=O)c1ccc2nc(NC(C)=O)sc2c1,6%
COc1ccc(NC(=O)c2cnc3sccn3c2=O)cc1,8%
COc1ccccc1OCC(=O)Nc1ncc(C)s1,8%

The results go on.
canonical_smiles,AID1053144
Cc1ccc(NC(=O)c2ccccc2Cl)c(Cl)c1,11%
COc1ccc(NC(=O)CSc2nccn2Cc2ccco2)cc1,9%
CCOC(=O)/C=C1/N(C)c2ccccc2C1(C)C,21%
O=C1c2ccccc2S(=O)(=O)N1CC1CC(c2ccccc2Cl)=NO1 (configuration not stated),12%
CC1(C(=O)Nc2ccc3c(c2)OCO3)CCN1C(=O)C1(c2ccc(Cl)cc2)CC1 (configuration not stated),3%
Cc1ccc(OCc2cc(C(=O)N3CCN(c4ccccc4)CC3)no2)cc1C,15%
CCOC(=O)c1c(C)[nH]c(C(=O)COC(=O)C2(C)CC2(Cl)Cl)c1C (configuration not stated),6.5µM*
Clc1ccc(-n2nnc(-c3cccnc3Cl)n2)cn1,8%
O=C(O)c1ccc(COc2ccc3ccccc3c2)o1,8%
O=c1c2cccc(Cl)c2nc2n1Cc1ccccc1-2,17µM*
COC1=C/C(=C/c2c(O)c(C#N)c3ccccn23)C=CC1=O,9%
CCc1ccc(NC(=O)c2cccnc2)cc1,21%
Cc1cccc(N=Nc2cnc(N)s2)c1,5%
NC(=S)c1ccc(OCCCc2ccccc2)cc1,13%
O=C(NCC(=O)N1CCC(Cc2ccccc2)CC1)c1ccccc1F,10%
Cc1cccc(Cn2cc(SCC(=O)Nc3nccs3)c3ccccc32)c1,6%
Cc1ccc(NC(=O)c2snc3ccc(Cl)cc23)cc1C,19%
O=C1/C(=C/c2cccc3ccccc23)CCCc2ccccc21,10%
c1ccc(CCn2nnc3ccccc32)cc1,16%
CC(=O)c1ccc(N/C=C\C(=O)c2ccc(C)cc2)cc1,4%

Filtered by structure, the entries above containing bromine
canonical_smiles,AID1053144
O=C(Nc1cc(F)c(Br)cc1F)c1ccc(Cl)cc1,10%
Brc1ccc(OCc2nc3ccccc3[nH]2)cc1,3%
O=C(COc1ccc(F)cc1Br)N1CCc2ccccc21,4.8µM*
Cc1cc(C)n2nc(-c3ccc(Br)cc3)cc2n1,14%
COc1ccc(NC(=O)c2ccc(Br)o2)cc1,9%
O/N=C/c1ccc(OCc2ccccc2)c(Br)c1,0%
O=C(Nc1cc2c(cc1Br)OCCCO2)c1ccccc1,7%

Further results follow:
canonical_smiles,AID1053144
Cc1cc(OCc2ccc(C(=O)n3cccn3)o2)ccc1Cl,5%
c1ccc(OCc2nc3ccccc3[nH]2)cc1,8%
O=C(CSCc1ccccc1)N1CCc2ccccc21,17%
CCOc1ccc(N2C(=O)CC(SCCN)C2=O)cc1 (configuration not stated),5%
CC1(C)CC(=O)C(N=Nc2ccc(Br)cc2)=C(O)C1,6%
Cc1ccc(F)c(CNC(=O)C2(C)CCCN2C(=O)C(C)C)c1F (configuration not stated),0%
CCOC(=O)C(NC(=O)c1ccc(F)cc1)(Nc1sc2c(c1C(N)=O)CCC2)C(F)(F)F (configuration not stated),16µM*
CC(=O)Nc1ccc(C(=O)/C=C/c2ccc[nH]2)cc1,12%
O=C(NCCn1ccc2ccccc21)c1ccc2c(c1)OCO2,7%
c1ccc(-c2cnc(-c3ccccn3)nn2)cc1,5%
O=C(Nc1ccc(Cl)cc1)Nc1ccccc1C(=O)NCc1ccco1,21%
Cc1cc(OCc2ccc(C(=O)NN=C3CCCC3)cc2)ccc1Cl,6%
COc1ccc(/C=N/Nc2ccc(C(=O)O)cc2)cc1OC,4%
Cc1ccc(C)c(NC(=O)c2cc3ccccn3n2)c1,11%
COC(=O)N=Nc1c(O)[nH]c2ccc(Br)cc12,13%

Only part of the results is shown; the hit share may differ from the screen's.
